# CatB mixtures: cathepsin B inhibitors from pooled compounds, primary screen, biochemical, compound mixtures, AMC fluorescence. AID 488, 2006. Purified cathepsin B, AMC dipeptide fluorescence. inhibition, %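 (ten-compound pools at 5 µM per compound and 50 µM total)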. 62,000 tested, 0.06% active. P07858; in the data active = inhibition above about 22%, passing the limit was not always enough;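 note: 0% = enzyme without compound and 100% = no enzyme blank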
# CatG inh: human cathepsin G inhibitors, primary screen, biochemical, pooled compound mixtures, AMC fluorescence; P08311; purified enzyme, AMC-tetrapeptide fluorescence; inhibition, % at 5 µM (by protocol); 62,000 tested, 0.2% active; AID 581, 2007;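 active = inhibition above 20% in each of the two mixture wells holding the compound; inactive = inhibition of 20% or less in either well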;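 note: 0% = enzyme control without mixture and 100% = blank lacking enzyme; strong numbers were not always called active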
# Target sequence (P08311 21-244 limits assumed): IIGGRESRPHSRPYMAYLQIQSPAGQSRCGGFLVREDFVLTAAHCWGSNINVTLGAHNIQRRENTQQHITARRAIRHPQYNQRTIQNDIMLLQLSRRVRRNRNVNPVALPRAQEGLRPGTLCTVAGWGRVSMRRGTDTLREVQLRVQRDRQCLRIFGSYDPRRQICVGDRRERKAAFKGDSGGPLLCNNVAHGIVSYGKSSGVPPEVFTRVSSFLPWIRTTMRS
# Abs 340nm: compound light absorbance at 340 nm, profiling panel, artefact control, biochemical, MLSMR library, data from PS, PMK, MK assays; compound absorbance at 340 nm, fold over control; fold change at 10 µM; 65,000 tested, under 10 active; AID 708, 2007;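 active = at 10 µM dose, initial 340 nm absorbance at least 2 fold that of control wells; inactive = change under 2 fold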;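 note: initial absorbance extrapolated from kinetic A340 decline of NADH oxidation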
# FXIa inh mix: FXIa protease inhibitors in compound pools, primary screen, biochemical, 10-compound mixtures; 62,000 tested, 0.19% active; Coagulation factor XI (Homo sapiens), P03951; purified FXIa, fluorogenic substrate, pooled mixtures; inhibition, % at 5 µM; AID 680, 2007;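 note: each value is inhibition by a whole ten-compound pool holding the compound; 0% = enzyme with no mixture and 100% = wells lacking enzyme; strong numbers were not always called active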
# FXIIa inh mix: human factor XIIa inhibitors, primary screen, biochemical, pooled compound mixtures, fluorogenic substrate; Coagulation factor XII (Homo sapiens), P00748; 62,000 tested, 0.2% active; purified FXIIa; AID 684, 2007; inhibition, % at 5 µM;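 note: 0% = enzyme without compound and 100% = no enzyme blank; some results filed as inactive read as strong as hits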
# Target sequence (P00748 20-372 limits assumed): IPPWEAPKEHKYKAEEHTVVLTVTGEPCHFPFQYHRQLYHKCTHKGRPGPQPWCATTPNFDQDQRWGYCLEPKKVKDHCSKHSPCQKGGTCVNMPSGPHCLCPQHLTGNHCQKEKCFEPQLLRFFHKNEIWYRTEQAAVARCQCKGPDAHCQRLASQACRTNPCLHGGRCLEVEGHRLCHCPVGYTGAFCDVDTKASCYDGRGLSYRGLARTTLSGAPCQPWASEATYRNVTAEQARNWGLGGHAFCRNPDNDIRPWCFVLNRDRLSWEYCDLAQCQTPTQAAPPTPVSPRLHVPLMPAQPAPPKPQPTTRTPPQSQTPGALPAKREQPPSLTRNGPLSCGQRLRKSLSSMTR
# Target sequence (P00748 373-615 limits assumed): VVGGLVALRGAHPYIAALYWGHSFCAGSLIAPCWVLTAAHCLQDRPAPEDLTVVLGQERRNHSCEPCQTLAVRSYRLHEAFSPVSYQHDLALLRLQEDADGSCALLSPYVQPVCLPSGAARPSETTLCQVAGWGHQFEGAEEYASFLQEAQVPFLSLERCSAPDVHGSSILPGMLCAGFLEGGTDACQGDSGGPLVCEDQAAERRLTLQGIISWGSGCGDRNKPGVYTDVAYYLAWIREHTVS
# CatS inh: inhibitors of human cathepsin S, biochemical, compound mixtures. AID 501, 2006. inhibition, %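 (tested at 5 µM per compound within 10-compound mixtures)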. recombinant cathepsin S, AMC dipeptide fluorescence, pooled mixtures. P25774. 62,000 tested, 0.06% active; in the data active = inhibition above about 32%, passing the limit was not always enough;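 note: 0% = enzyme without compound and 100% = blank without enzyme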
# CatL block: inhibitors of human cathepsin L, biochemical | 58,000 tested, 0.17% active | inhibition, %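 (tested at 10 µM)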 | Procathepsin L (Homo sapiens), P07711 | purified cathepsin L, fluorogenic substrate, fluorescence; in the data active = inhibition above about 45%;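 note: 0% = enzyme with no compound and 100% = no enzyme blank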
# Target sequence (P07711 114-288 limits assumed): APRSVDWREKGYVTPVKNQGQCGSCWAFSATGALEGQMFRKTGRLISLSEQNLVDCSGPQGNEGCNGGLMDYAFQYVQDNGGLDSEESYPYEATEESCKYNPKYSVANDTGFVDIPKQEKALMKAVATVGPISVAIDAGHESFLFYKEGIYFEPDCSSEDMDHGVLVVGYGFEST
# Target sequence (P07711 292-333 limits assumed): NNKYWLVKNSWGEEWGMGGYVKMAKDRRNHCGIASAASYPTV
# CatB block: human cathepsin B inhibitors, primary screen, biochemical, fluorogenic substrate; P07858; purified cathepsin B, fluorescence; inhibition, %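 (tested at 10 µM)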; 63,000 tested, 0.1% active; AID 453, 2006; in the data active = inhibition above about 21%;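 note: 0% = enzyme with no compound and 100% = no enzyme blank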
# C1s inh: complement C1s protease inhibitors, primary screen, biochemical, 10-compound mixtures | Complement C1s subcomponent (Homo sapiens), P09871 | purified C1s, fluorogenic AMC substrate, pooled mixtures | mean inhibition % of two 10-compound mixtures (active compounds read high), % at 5 µM (by protocol) | 62,000 tested, 0.16% active;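 active = inhibition above 20% in each of the two 10-compound mixture wells holding the compound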;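 note: 0% = enzyme wells lacking compound mixture and 100% = no-enzyme blank wells; some compounds called inactive have numbers as strong as hits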
# * hit, by the source's call; . = no result given. Cut-off read from the data, not from the text of the source, unless noted: active = inhibition above about 20% (passing the limit was not always enough); inactive = the rest. The list is partial; rates above refer to the full screens.
SMILES,CatB mixtures,CatG inh,Abs 340nm,FXIa inh mix,FXIIa inh mix,CatS inh,CatL block,CatB block,C1s inh
Cc1cc(Nc2ccccc2N2CCOCC2)n2ncnc2n1,0,6,1,4,4,3,5,-1,0
CCN(C(=O)c1coc(=O)c(Br)c1)c1ccc2c(c1)OCO2,5,-3,1.1,6,0,-2,-55,-5,-5
COC(=O)C1=C(N)Oc2cc(C)n(Cc3cccnc3)c(=O)c2C1c1ccc(OC)c(OC)c1 (stereo not given),-1,7,1,4,7,-12,2,6,12
Cn1nnnc1Sc1ncnc2scc(-c3ccccc3)c12,-3,-6,0.98,-9,6,-4,13,-5,-54
O=C(COc1ccc(F)cc1)OCCN1CCOCC1,-3,-4,1,3,8,7,0,1,-62
O=C(c1coc(=O)c2ccccc12)N1CCN(Cc2ccccc2)CC1,4,-2,1,-2,8,1,-3,0,-2
CSCC[C@H](NC(=O)NCc1ccccc1F)C(=O)O,-1,-7,1,4,2,8,-16,-5,-37
O=C1c2ccccc2N(Cc2ccc(Cl)cc2)C2=NCCN12,3,11,1,-3,-17,14,7,2,19
C=CCn1c(=O)c2ccccc2n2c(SCc3cc(=O)n4ccsc4n3)nnc12,7,0,1.1,5,7,-7,-4,-4,7
Cc1ccccc1NC(=O)Cn1nnc(-c2ccc(N3CCOCC3)cc2)n1,-7,-5,1,-11,-11,4,11,3,-30

# One compound at a time, as listed above:
# COC(=O)C1=C(N)Oc2cc(C)n(Cc3cccnc3)c(=O)c2C1c1ccc(OC)c(OC)c1 (stereo not given) in the list: CatB mixtures = -1; CatG inh = 7; Abs 340nm = 1; FXIa inh mix = 4; FXIIa inh mix = 7; CatS inh = -12; CatL block = 2; CatB block = 6; C1s inh = 12
# CSCC[C@H](NC(=O)NCc1ccccc1F)C(=O)O in the list: CatB mixtures = -1; CatG inh = -7; Abs 340nm = 1; FXIa inh mix = 4; FXIIa inh mix = 2; CatS inh = 8; CatL block = -16; CatB block = -5; C1s inh = -37

# Later entries:
SMILES,CatB mixtures,CatG inh,Abs 340nm,FXIa inh mix,FXIIa inh mix,CatS inh,CatL block,CatB block,C1s inh
O=C1c2ccccc2C(=O)N1Cc1nc2ccccc2c(=O)n1Cc1ccco1,-2,3,1,4,8,-1,10,5,-1
O=c1oc2ccccc2n1CCCOc1ccccc1,8,3,1,3,-5,17,.,0,1
COCCNC(=O)C(c1cccs1)N(CCc1ccccc1)C(=O)Cn1nnc2ccccc21 (stereo not given),26,-4,0.99,8,-15,-5,.,4,-11
COc1ccc(OC)c2c1sc(=NC(=O)c1ccco1)n2C,2,0,1.1,5,9,6,14,-2,1
COCCN(CC(=O)NCc1ccc(OC)cc1)C(=O)CCC(=O)Nc1nccs1,4,10,0.99,5,9,-1,-5,1,20
Cc1ccc(-c2cc(-c3ccccc3Cl)c(C#N)c(N)n2)o1,-1,11,1.1,-7,5,-6,-136,0,-9
CCOc1ccc(C2C=C(c3ccc(F)cc3)Nc3ncnn32)cc1 (stereo not given),-8,7,1,0,-1,7,-18,2,-18
CC(C(=O)N=c1sc2ccccc2n1C)N1C(=O)C2CC=CCC2C1=O (stereo not given),2,-5,1,-2,3,13,15,6,-12
Cc1ccc(NC(=O)c2cc(-c3cccc(O)c3)on2)cc1C,2,9,1,4,-1,6,9,14,4
Cc1ccc(S(=O)(=O)NC(CC(=O)O)c2ccccc2)cc1 (stereo not given),2,-7,1,-23,10,-9,-1,8,-34
O=S(=O)(c1ccc(-c2ccccc2)cc1)N1CCOCC1,-3,9,1,-2,-12,6,7,1,14
O=C(NCC1CCCO1)NC12CC3CC(CC(C3)C1)C2 (stereo not given),4,12,1.1,3,2,4,-2,2,-10
O=C(Cc1cccs1)Nc1cccc(C(=O)Nc2ccco2)c1,-9,6,1,-1,12,-5,-8,0,-23
COc1ccc(OC)c(C2C3=C(CCCC3=O)Nc3c2c(=O)n(C)c(=O)n3C)c1 (stereo not given),5,-1,0.99,4,9,3,1,0,-1
CCOC(=O)N1CCC(Nc2ncnc3c2cnn3-c2ccccc2)CC1,5,24,1,6,0,17,6,-2,-6
CC1CC(C)CN(CCCNC(=O)COc2cc(=O)n(C)c3ccccc23)C1 (stereo not given),-8,5,0.98,-6,2,1,-3,2,-31
CC1(C)C(c2ccccc2)=NC(c2ccc(F)cc2)N1O (stereo not given),5,8,1,7,8,0,0,6,3
CCOCCCN1C(=O)CN(C2CCCCCC2)C(=O)C1c1ccc(OC)cc1 (stereo not given),-2,11,1,-11,1,9,3,6,-6
COc1ccc(C(C#N)N2CCCCC2)cc1OC (stereo not given),0,-2,1,-2,2,10,4,-1,-13
COC(=O)Cn1c(=O)c2c(nc3n2CC(C)CN3c2ccc(C)c(C)c2)n(C)c1=O (stereo not given),7,10,0.98,12,12,13,30,3,-6
O=c1cc(-c2ccccc2)nc(N2CCN(Cc3ccc4c(c3)OCO4)CC2)[nH]1,3,10,1,6,4,3,13,-1,15
CCN(CC)C(=O)CSc1nnc(-c2cnccn2)n1-c1ccc(C)cc1,4,5,1,2,3,2,20,3,14
COc1nc(-c2ccccc2)cc(C(F)(F)F)n1,4,5,1,1,2,6,-4,2,2
O=C(C1CCN(c2nnc(-n3cccc3)s2)CC1)N1CCN(c2cccc(C(F)(F)F)c2)CC1,7,9,0.99,4,8,14,3,6,16
Cc1ccc2oc(=O)c3cc(C(=O)NCCN4CCN(C)CC4)sc3c2c1,3,1,1.2,8,-17,9,.,0,-3
CC(=O)OCCN(CCOC(C)=O)c1c(C)[nH]c(=O)[nH]c1=O,-1,10,1.1,5,2,-5,-4,2,15
O=C(Nc1cccnc1)c1cccs1,3,-8,1.1,5,-3,11,5,-3,19
O=C(CSc1nc2ccccc2o1)c1ccc2c(c1)OCCO2,2,0,1,-1,6,-2,.,0,-4
CCOc1ccccc1NC(=O)NC1(C(=O)N2CCOCC2)CCCCC1,5,-6,0.98,3,1,12,-1,9,8
CC(C)CCn1c(Cl)nc2c1c(=O)n(C)c(=O)n2C,-1,-4,1.1,8,-2,5,12,3,-26
Cc1ccc(-c2nc(CS(=O)CC(=O)NCCC(C)C)c(C)o2)cc1 (stereo not given),1,10,1,-2,8,3,8,1,14
CCN(CC)c1ccc(NC(=O)c2cncc(Br)c2)cc1,8,11,1,2,7,1,6,4,11
CCOC(=O)c1csc(NC(=O)CSc2nnnn2-c2ccc(OC)cc2)n1,2,-5,1,0,-18,8,14,7,22
CCN(CC)S(=O)(=O)c1ccc(-c2nnc(SCC(=O)Nc3ccc4c(c3)OCO4)o2)cc1,-7,10,1,2,3,1,-3,3,3
O=C(NCn1ccc(=O)[nH]c1=S)c1ccccc1,5,0,1,4,-13,-8,-2,-2,2
CN(C)c1nc(-c2ccccc2)c2cnn(Cc3ccccc3)c2n1,0,-4,1,-8,0,-4,.,-1,-27
Cc1ccc(S(=O)(=O)N2CCC(C(=O)O)CC2)cc1C(=O)O,3,0,1,-4,10,6,14,2,-11
COc1ccc2c(c1OC)C(=O)N(c1ccc3c(c1)CCC3)C2=O,-3,-3,1,5,-3,-6,0,-4,-8
O=C(c1cccc(S(=O)(=O)N2CCCC2)c1)c1cccc(S(=O)(=O)N2CCCC2)c1,6,11,1,4,3,1,5,-1,14
COC(=O)[C@H](Cc1ccccc1)NC(=O)N1CCCCC1C (stereo not given in full),-1,6,1.1,12,15,6,15,2,1
CCN(CC)S(=O)(=O)c1ccc(NS(=O)(=O)c2cccc(C)c2)cc1,-4,7,1,-1,3,1,0,1,4
Cc1cccc(CN2CCN(c3ccccn3)CC2)c1,1,-1,1.1,-2,7,11,2,-3,4
Fc1ccccc1N1CCN(c2nc3ccccc3n3nnnc23)CC1,1,-8,1,-7,1,-12,-3,-3,-84
CCOc1ccccc1Nc1ncccc1C(=O)N1CCCC1,-7,9,1,-3,9,7,22,-4,-13
COc1ccc(CCNC(=O)c2c[nH]c3ccccc3c2=O)cc1OC,3,8,1,7,5,-8,-10,5,1
CCN1CCN(S(=O)(=O)c2ccc(S(=O)(=O)NCC3CCCO3)cc2)CC1 (stereo not given),6,2,1,12,8,11,6,-1,-7
O=C1C(=O)N(CCCn2ccnc2)C(c2cccnc2)/C1=C(/O)c1ccccc1 (stereo not given),3,-6,1.1,2,7,15,.,4,-21
O=C(CSc1nnc2c(n1)[nH]c1ccc(F)cc12)OCc1ccccc1,1,13,1.1,4,1,4,25,2,13
Cc1cc(C)n(-c2ccc(C(=O)OCC(=O)c3ccc(Br)s3)cc2)n1,1,-13,1,-1,-1,1,1,2,-15
Cc1ccc(C2C(C#N)=C(N)SC(N)=C2C#N)cc1,1,-13,1.1,2,7,-3,1,2,-6

# Other results
SMILES,CatB mixtures,CatG inh,Abs 340nm,FXIa inh mix,FXIIa inh mix,CatS inh,CatL block,CatB block,C1s inh
O=C(Nc1nc(-c2ccccc2)cs1)C1CCCN(S(=O)(=O)c2ccccc2)C1 (stereo not given),1,4,0.99,1,2,-5,4,1,-12
Cc1ncoc1C(=O)NCc1ccccc1Cl,-3,5,0.99,2,-18,1,15,4,-27
O=C(COc1cc(Cl)c(Cl)cc1Cl)NCCN1CCOCC1,8,4,1,5,4,21,29,-3,0
Cc1oc(-c2ccc(Cl)cc2)nc1CN1CCCC(C(=O)N2CCc3ccccc32)C1 (stereo not given),7,2,0.99,6,-8,3,8,-1,-31
CC(C)=C(NC(=O)c1ccco1)C(=O)NCCc1nc2ccccc2[nH]1,-6,9,1,-5,11,-5,26,-5,2
Cc1ccc(OCc2nnc(SCc3cc(=O)[nH]c4ccccc34)o2)cc1,3,2,1,1,3,5,1,3,3
CC1(C)Cc2c(sc3ncnc(N)c23)CO1,0,-3,0.99,-3,-19,1,0,-6,-72
CCN(CC)CCN1C(=O)C(=O)/C(=C(/O)c2ccncc2)C1c1ccccc1F (stereo not given),7,3,1.1,5,0,6,1,-1,1
CCOC(=O)NC1CCS(=O)(=O)C1 (stereo not given),0,3,1,9,2,-1,6,2,-3
CC(=O)Nc1cccc(NC(=O)c2ccco2)c1,3,-10,0.99,4,3,-8,1,1,2
COc1cc2c(=O)n(Cc3ccco3)c(=O)n(CC(=O)c3cccc(Br)c3)c2cc1OC,-3,-9,1,-11,-5,-10,-5,0,-119
O=C1CSC(c2ccco2)N1 (stereo not given),-6,6,1,4,10,1,22,4,-10
COC(=O)Nc1ncc(CN2C(=O)c3ccccc3C2=O)s1,-3,29,1,8,2,-5,-5,5,11
C=CCn1c(CCC(=O)O)ccc1-c1ccccc1,0,1,1,-2,9,-13,3,3,-53
Cc1cc(NC(=O)CCC(=O)N(C2CC2)C2(C(=O)NC3CCCC3)CCC(C)CC2)no1 (stereo not given),3,11,0.98,5,-15,11,9,5,8
O=C(CCSc1ccccc1)NCC1CCCO1 (stereo not given),-3,-2,1,4,-2,-1,-4,1,-28
COc1cc(C(c2nnnn2C(C)(C)C)N2CCN(C)CC2)cc(OC)c1OC (stereo not given),-5,6,1,6,-18,8,10,2,15
CCCc1cc(C(=O)Nc2ccccc2SC)no1,1,5,0.98,12,5,9,24,0,-2
O=C(NCC1COc2ccccc2O1)C1CCCN(S(=O)(=O)c2cccc3nsnc23)C1 (stereo not given),-6,-3,1,2,6,-6,-5,0,-7
COc1ccc(C(=O)NCc2cn3ccsc3n2)cc1OC,-1,0,1,10,-17,-3,-5,-2,-4
COc1ccc(-c2nc(CN3CCC(C(=O)NC(C)C)CC3)c(C)o2)cc1OC,10,0,0.99,2,8,20,16,1,-18

# Screening data: PubChem BioAssay, several laboratories
